# High-throughput results deposited in PubChem by several laboratories.
# hgDAF-12 ag = hgDAF-12 agonism, primary luciferase screen. HEK293 GAL4-hgDAF12 UAS-luciferase reporter, agonist luminescence; normalized to butyrate control. activation, % at 6.8 µM. 1.8% of 370,000 active. AID 687014;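 active means activation above a cutoff set at the mean of all screened compounds plus 3 SD, cut at about 10% in these data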;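 further: 0% = DMSO wells and 100% = sodium butyrate wells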
# PG9 Ab binder = PG9 antibody binding by small molecule; TR-FRET gp120-PG9 antibody binding; inhibition, % at 6.7 µM; 0.43% of 360,000 active; AID 624416; in the data active means inhibition above about 8.5%
# GC-A act = GC-A (human) enzyme activation; HEK293 GC-A cells, cGMP TR-FRET, EC30 ANP; 0% at EC30 ANP, 100% saturating ANP; activation, % at 10 µM; 0.14% of 370,000 active; in the data active means activation above about 40%
# DAX1 inh-1 = DAX1 (NR0B1) inhibition, primary screen; HEK293T StAR-luciferase reporter, SF-1/DAX-1 repression relief; inhibition, % at 6.8 µM; 1.1% of 370,000 active; AID 652010;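 active means inhibition above the mean over all tested compounds plus 3 SD, cut at about 3.6% in these data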;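 further: 0% = DAX-1 cells with DMSO and 100% = cells lacking DAX-1 with DMSO; higher inhibition means more luminescence from relief of DAX-1 repression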
# ADAM10 inh = inhibitors of human ADAM10 | O14672 | recombinant ADAM10, EDANS/DABCYL FRET peptide cleavage, 3 h | inhibition, % at 7 µM | 0.62% of 370,000 active | AID 720582;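 active means inhibition above a per-campaign cutoff equal to the mean of compounds falling between control-based bounds plus 3 SD, cut at about 20% in these data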;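 further: 0% = DMSO wells while the 100% control is not disclosed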
# Target sequence (O14672 214-748 limits assumed): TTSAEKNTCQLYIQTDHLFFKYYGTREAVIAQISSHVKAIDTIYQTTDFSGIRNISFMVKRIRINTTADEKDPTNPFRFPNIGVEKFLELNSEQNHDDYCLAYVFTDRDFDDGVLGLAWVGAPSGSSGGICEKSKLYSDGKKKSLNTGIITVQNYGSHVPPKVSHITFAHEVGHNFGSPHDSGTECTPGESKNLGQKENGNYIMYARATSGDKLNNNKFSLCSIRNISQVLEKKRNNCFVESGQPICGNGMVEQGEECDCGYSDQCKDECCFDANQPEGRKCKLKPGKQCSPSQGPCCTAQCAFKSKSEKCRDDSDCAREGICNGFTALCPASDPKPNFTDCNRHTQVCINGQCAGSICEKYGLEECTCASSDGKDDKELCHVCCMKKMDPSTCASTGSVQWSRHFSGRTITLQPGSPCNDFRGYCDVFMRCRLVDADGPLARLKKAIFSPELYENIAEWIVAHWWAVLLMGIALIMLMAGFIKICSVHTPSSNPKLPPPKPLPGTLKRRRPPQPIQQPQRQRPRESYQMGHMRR
# SMARCA2 activ = increases SMARCA2 function in MMTV reporter cells; MG213 cells, MMTV-luciferase reporter, dexamethasone, overnight; activation, % at 9.1 µM; 1% of 370,000 active; in the data active means activation above about 7.8%;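 further: 0% = vehicle wells and 100% = reference activator wells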
# hcDAF12 agonist = H. contortus DAF-12 activation, primary screen; HEK293 hcDAF-12 lit1-tk-luc reporter, luminescence; 0% DMSO, 100% Δ7-dafachronic acid; activation, % at 6.8 µM; 1.4% of 370,000 active;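 active means activation above the mean of all tested compounds plus 3 SD, cut at about 5.5% in these data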;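 further: 100% = response to 3 µM Δ7-dafachronic acid high control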
# DAX1 inh-2 = NR0B1 (DAX1) inhibition; P51843; HEK293 Gal4-DAX1 luciferase reporter, luminescence; inhibition, % at 6.75 µM; 0.99% of 340,000 active; AID 504766;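 active means inhibition above the mean over all tested compounds plus 3 SD, cut at about 4.2% in these data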;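 further: 0% = DAX1-transfected cells with DMSO and 100% = empty-vector control cells with DMSO; inhibition shows as a rise in luminescence from relieved DAX1 repression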
# Target sequence (P51843 207-470 limits assumed): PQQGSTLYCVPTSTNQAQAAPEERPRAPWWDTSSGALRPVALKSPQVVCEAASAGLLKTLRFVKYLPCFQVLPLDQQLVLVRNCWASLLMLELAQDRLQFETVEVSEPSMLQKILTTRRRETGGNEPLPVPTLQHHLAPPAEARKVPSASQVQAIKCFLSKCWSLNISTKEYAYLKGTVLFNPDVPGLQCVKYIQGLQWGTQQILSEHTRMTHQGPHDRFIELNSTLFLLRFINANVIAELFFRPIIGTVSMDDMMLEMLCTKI
# ssDAF12 agonist = activates DAF-12 receptor from parasite S. stercoralis; HEK293 ssDAF-12/GRIP1 lit1-tk-luc reporter, luminescence; % of 3 µM dafachronic acid response; activation, % at 6.8 µM; 1% of 370,000 active; AID 652126;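 active means activation above the mean over all tested compounds plus 3 SD, cut at about 0.9% in these data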;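 further: 0% = DMSO-only wells and 100% = 3 µM delta7-dafachronic acid wells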
# ADAM17 inh = inhibits human ADAM17; inhibition, % at 6.95 µM; 0.83% of 370,000 active; recombinant ADAM17, EDANS/DABCYL FRET peptide cleavage;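 active means inhibition above the mean of compounds lying between control limits plus 3 SD, set per campaign, cut at about 8.5% in these data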;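 further: 0% = DMSO-only wells as the low control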
# GAA850 FXN act = frataxin GAA850 promoter activation. HEK293 lucGAA850 FXN promoter luciferase reporter, 24 h; percent of 10 µM SAHA response. activation, % at 6 µM. 0.56% of 360,000 active. AID 540364;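 active means activation above the average of all compounds screened plus 3 SD, cutoff fixed separately per campaign, cut at about 7.5% in these data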;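 further: 0% = DMSO wells and 100% = 10 µM SAHA wells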
# Numbers without * were called inactive; i = inactive; x = not tested or not shown.
Molecule	hcDAF12 agonist	PG9 Ab binder	hgDAF-12 ag	DAX1 inh-1	GAA850 FXN act	ssDAF12 agonist	ADAM10 inh	GC-A act	SMARCA2 activ	DAX1 inh-2	ADAM17 inh
Cc1ccccc1OCC(O)CN1CCC(C)CC1 (centres undefined)	1.6	-0.3	4.2	0.4	-1.1	-0.2	8.2	-0.6	-0.6	0.5	0.3
COC(=O)c1sccc1NC(=O)Cn1cnc2c1c(=O)n(C)c(=O)n2C	-1.8	0.1	-0.8	-0.6	-3.0	-1.2	-7.0	-1.4	-0.3	0.4	-4.7
CC(C)(C)OC(=O)[C@H](Cc1ccccc1)NC(=O)c1[nH]cnc1C(=O)Nc1ccccc1F	-1.4	-2.6	4.5	-0.9	-0.5	-1.4	9.8	-3.3	-1.8	-0.6	6.5
O=C1c2ccccc2C(Nc2ccc(S(=O)(=O)N3CCCCC3)cc2)N1c1ccccn1 (centres undefined)	0.0	-0.8	5.3	0.6	2.3	-1.4	-4.7	-8.7	-0.7	0.7	-1.0
CN1CCN(c2ccc(CNC(=O)C3(C)Cc4c(-c5ccc6c(c5)OCO6)ccnc4O3)cc2)CC1 (centres undefined)	0.0	-0.5	-1.0	-0.4	-0.8	-1.6	-38.1	2.8	-2.5	x	-4.5
COC(=O)c1ccc(C(=O)Nc2cc(Cl)ccc2Cl)cc1NC(=O)c1ccc(N(C)C)cc1	-2.3	-0.6	-0.2	-0.3	0.2	-0.6	-7.0	3.7	-3.3	0.1	0.1
COCCCn1c(SC(C)C(=O)NC2CC2)nc2ccccc2c1=O (centres undefined)	0.7	0.1	-3.8	0.1	-0.8	0.0	-22.5	-2.8	-4.2	-1.6	-15.5
O=C(Nc1ccc2c(c1)OCO2)N1CCCC1	1.9	-0.8	8.6	1.3	1.2	-1.2	-2.5	1.9	-1.0	0.5	-2.6
COC(=O)C(Cc1ccccc1)NC(=O)CCCC(=O)NCc1cccc(OC)c1 (centres undefined)	-1.5	0.7	0.9	0.0	0.5	-0.8	-6.8	2.4	-2.0	0.6	-3.4
CCN(CC)S(=O)(=O)c1ccc(NC2CCCc3ccccc32)nc1 (centres undefined)	1.9	-1.6	-0.5	-0.4	0.1	-0.6	-0.4	-1.6	0.6	1.9	-2.7
COc1ccc(C(=O)Nc2ccc(NC(=O)c3ccccn3)cn2)cc1	-2.3	-4.8	3.8	-0.3	0.1	-1.0	8.2	0.5	3.2	-0.8	-1.0
C#CCOc1ccc(C2C3=C(CCCC3=O)N(CC(=O)O)C3=C2C(=O)CCC3)cc1Br	-0.9	1.9	-2.0	0.1	1.6	-1.5	i	8.6	-1.1	-0.3	i
COc1ccc(S(=O)(=O)N2CCCCCC2)cc1C(=O)N(C)Cc1ccco1	-1.3	-3.0	-3.5	0.2	-1.6	-0.8	2.4	1.1	-2.5	-0.8	5.2
COCCCN1C(=O)[C@H](CC(=O)N2CCC(c3ccccc3)CC2)[C@]2(C(=O)OC)CCCCC=C12	-1.8	x	5.1	0.5	x	-0.4	5.0	0.4	-3.9	x	4.2
O=C(O)/C=C\C(=O)Nc1ccccc1C(=O)NC1CCCCC1	3.0	-0.8	5.8	1.4	3.6	0.1	-291.9	-0.2	4.2	1.1	-94.6
CCCSc1nc2[nH]ncc2c(=O)[nH]1	-1.7	1.2	-0.6	-0.1	2.9	-1.4	11.2	2.5	-0.4	0.5	-1.7
Cc1ccc(N(C(=O)c2csnn2)C(C(=O)NC2CCCCC2)c2ccccn2)c(C)c1 (centres undefined)	0.8	0.0	1.8	0.3	0.5	-1.2	-1.6	2.4	-2.4	0.5	-2.0
Cc1ccc(NC(=O)Cn2cccc2C2=NC(c3ccccc3)CO2)c(C)c1 (centres undefined)	-0.2	-2.5	0.7	-0.3	-4.2	-0.9	6.9	-4.7	3.3	-0.6	-4.0
Cc1cc(C)c[n+](-c2[nH]c(=O)sc2/C=N/NC([S-])=Nc2ccccc2)c1	-1.2	-2.5	0.3	-0.1	3.0	-0.5	8.2	-2.5	-1.6	-1.0	2.3
Fc1cccc(Cl)c1Cn1nnc2c(N3CCC4(CC3)OCCO4)ncnc21	-1.7	1.4	3.0	0.2	-1.1	-0.5	-1.7	12.8	-2.6	1.1	-5.8
Cc1cccc(N(CC(=O)NCCC2=CCCCC2)S(C)(=O)=O)c1C	-0.8	-0.6	-1.4	-0.7	-0.3	-0.9	3.9	-0.9	-0.7	0.0	-0.2
O=C(COC(=O)c1ccccc1OCc1ccc(Cl)cc1)NC1CC1	-0.6	0.9	-0.9	-0.4	-3.1	-1.2	-9.9	-1.6	-0.2	-0.6	-1.8
C#CCOCCOCCOCCNc1nc(N2CCN(C(=O)[C@H](C)n3cc(CCC(=O)O)nn3)CC2)nc(N2CCN(C(=O)[C@H](Cc3ccc(O)cc3)n3cc(CCO)nn3)CC2)n1	-0.6	0.6	0.7	-0.4	-1.2	-1.0	3.1	1.6	1.8	0.6	2.5
O=[N+]([O-])c1c(Nc2ccc(Br)cc2)ccc2nonc12	0.8	-2.6	2.0	0.4	2.7	-0.9	-3.0	-2.6	-0.9	1.4	-1.2
[O-][n+]1c2c(c3c4non(O)c4ccc31)CCCC2	0.4	-2.6	1.9	-0.1	1.4	-1.4	9.3	2.5	-4.5	-0.5	3.9
Cc1ccn(CCC(=O)Nc2ccc(-c3ccno3)cc2)n1	-0.5	0.6	-0.1	0.0	1.5	-0.7	-3.4	3.6	-1.3	0.2	-2.3
CCCCCc1ccc(-c2ccc(=O)[nH]n2)cc1	-0.5	1.7	-1.2	-0.4	3.5	-0.5	1.5	2.1	-6.7	1.1	-1.6
O=C(CNC1CCCCCC1)Nc1ccc(S(=O)(=O)NC2CC2)cc1	1.7	-1.0	1.4	0.7	-2.0	-0.7	4.6	5.0	-1.7	0.3	-0.8
Oc1ccc(C[C@H]2CNC(=S)N2CC2CCCN2C[C@H](Cc2ccccc2)N2C[C@H](Cc3ccc(O)cc3)N(CCc3ccccc3)C2=S)cc1 (some centres undefined)	-2.9	-1.8	-2.8	-0.5	-11.2	-0.9	18.6	0.8	-5.3	-1.4	10.5*
CC1(Cc2ccccc2OC(F)(F)F)C(=O)Nc2ccc(-c3ccsc3)cc21 (centres undefined)	1.3	-2.3	1.9	-2.0	9.6*	-1.6	29.8*	-11.8	-4.5	x	10.0*
Cc1ccccc1OCc1nc(-c2ccc(NC(=O)c3ccco3)cc2)no1	-0.8	-2.4	1.1	0.6	5.4	-0.9	-7.0	-0.6	2.0	-0.3	4.3
Nc1ccc(C(=O)Nc2nc3ccccc3s2)cc1	6.6*	-0.6	21.1*	5.3*	3.4	1.2*	-34.3	19.9	1.8	-1.7	-8.4
c1cc(-c2cc3cc4c(cc3cn2)OCO4)cs1	5.8*	-2.0	6.9	1.9	4.3	1.2*	-9.3	5.0	8.9*	1.4	-5.8
COc1ccc(C(C)(NC(C)=O)c2nc(-c3cnc4ccccc4c3)cs2)cc1 (centres undefined)	-0.4	1.2	-1.2	0.3	1.1	-1.5	-5.8	-0.4	2.3	x	-1.2
CN(C(=O)Cn1cnc2sccc2c1=O)C1CCCCC1	-0.6	-1.4	-0.7	0.8	0.7	-1.0	-16.3	1.6	-0.9	0.8	-3.2
CC(C)c1ccc(CNc2ccc([N+](=O)[O-])cn2)cc1	2.9	-0.7	11.7*	3.9*	4.0	-1.2	12.6	3.9	6.2	1.1	5.8
CC1CCCN(C(=S)Nc2ccc3nc4n(c(=O)c3c2)CCCCC4)C1 (centres undefined)	-2.9	-1.5	-0.5	-0.8	-1.2	-1.1	-87.0	5.1	-2.9	2.9	-22.2
O=C(Nc1ccccn1)c1ccc(Cl)c(S(=O)(=O)N2CCCC2)c1	2.2	-1.0	3.9	-0.7	3.6	-1.1	-8.0	0.6	2.0	-0.1	-1.9
CCOC(=O)C1=C(CN2CCCCCC2)NC(=O)NC1c1cccc([N+](=O)[O-])c1 (centres undefined)	-1.2	-2.1	-3.1	-0.8	-3.0	-1.4	0.8	-7.3	-0.8	1.0	-1.4
CCOC(=O)[C@]12CCCCC/C=C\1N(Cc1ccc(OC)cc1)C(=O)[C@H]2CC(=O)NCc1cccc2ccccc12	-1.3	x	-0.1	0.1	x	-1.4	11.4	-0.5	-3.5	x	7.2
COc1ccc(-c2oc3ccccc3c(=O)c2OCC(=O)O)cc1	-1.2	-2.4	3.0	0.4	2.8	-1.1	i	1.6	-2.6	0.1	-189.4
Cc1ccc(S(=O)(=O)N(C)C)cc1NC(=O)C(C)N(C)CCOc1ccc(Cl)cc1 (centres undefined)	-4.1	2.1	-5.1	-1.1	1.6	-1.6	11.8	-2.5	-2.9	-1.1	-1.8
Cc1ccc(-n2c(C)c([N+](=O)[O-])c3ccc(O)c(CN(C)C)c32)cc1	-0.7	-3.5	3.9	-0.7	-7.4	-2.1	9.3	13.3	-5.0	0.9	0.4
CCOc1ccc(C(=O)Nc2nnc(S(=O)(=O)N3CCCCC3)s2)cc1	0.3	-0.5	0.4	0.2	-0.1	-0.5	-8.3	3.7	-2.0	-0.4	-2.9
O=C(NCc1ccccc1)c1ccc2c(=O)n3c(nc2c1)CCCCC3	-1.2	-0.4	1.5	-0.2	3.4	-0.8	-4.0	-2.9	2.7	0.2	-2.0
Cc1cccc(C)c1NC(=O)C(c1ccccc1F)n1c(=O)c(-c2cc3ccccc3[nH]2)nc2ccccc21 (centres undefined)	3.3	0.5	1.6	-0.4	x	-0.4	-315.2	3.0	-4.2	x	-102.5
CCC(C)[C@H](NC(=O)Nc1ccc(C(C)=O)cc1)C(=O)OC (some centres undefined)	-0.4	0.1	-0.6	-0.1	0.7	-1.1	-8.1	7.1	0.6	1.6	-5.2
O=C(CCCCCn1c(=S)[nH]c2cc3c(cc2c1=O)OCO3)N1CCN(Cc2ccccc2)CC1	-1.2	4.2	-0.4	0.2	-1.1	-0.9	2.9	-0.1	-2.9	1.0	1.4
O=C(Nc1cccc([N+](=O)[O-])c1)Nc1cccc([N+](=O)[O-])c1	-2.0	0.0	-0.3	-0.6	-0.2	-1.8	13.4	1.7	-1.2	-0.2	-3.8
Nc1nc2c3ccccc3nc(Cc3ccccc3)n2n1	-2.4	0.7	-2.0	0.8	3.2	-1.8	-7.3	3.4	-1.4	-1.7	-0.2
Cc1cccc(C)c1NC(=O)C1(C)CSCC(=O)N1Cc1cccc(C(F)(F)F)c1 (centres undefined)	0.1	-1.3	-1.7	-0.1	x	-0.8	2.2	2.5	6.7	x	1.3
CN(C)c1ccc(-c2ccnc3c2CC(C)(C(=O)NCCc2ccccc2)O3)cc1 (centres undefined)	-1.4	0.1	1.9	-0.4	-1.5	-0.8	i	0.3	-1.1	x	-240.3
CCN=C(Nc1ccc2c(c1)OCO2)SC1CC(=O)N(c2ccc(OC)cc2)C1=O (centres undefined)	4.1	-0.3	-0.3	-0.7	0.8	-0.2	1.3	-1.0	-1.2	-0.9	-1.0
Cc1cc(C(=O)Nc2ccc(N3CCOCC3)cc2)c2ccccc2n1	0.6	-1.8	1.3	-0.2	1.8	-0.6	2.6	-1.1	-3.0	-1.4	4.0
O=C(CSc1n[nH]c(=O)[nH]c1=O)c1ccccc1[N+](=O)[O-]	2.2	-0.4	5.8	0.6	0.9	0.3	-10.4	0.6	-5.4	1.0	-7.8
